Rab9 prom act – Rab9 promoter activation; Huh7 Rab9 promoter-luciferase reporter, luminescence, 24 h; Potency, µM (doses to about 9.22 µM), for the others: at the highest dose activation, negative = inhibition, actives largely listed as activators; hit rate 2.8% among 320,000; further: % of control where 0% means no effect; nearly all actives have a fitted effect of over 60% in size
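Huh7 cells stably carrying a Rab9 promoter-luciferase reporter, 1500 cells per well in OP-MEM I with 10% FBS, treated with compound 24 hours at 37C. Luciferase activity read by luminescence after 10 minutes with Amplite reagent.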
CXXC DNA block – inhibitors of human MLL CXXC domain-DNA interaction | Q03164 | MLL-CXXC / FITC-HOXA9 DNA fluorescence polarization | Potency, µM (titrated, usually from 115 µM), for the others: at the top dose activity change, negative = inhibition, most hits filed as inhibitors | hit rate 0.037% among 290,000; active means well fitted inhibition curve with a large enough effect in the polarisation, with a control signal flat, not every such curve was filed as active; inconclusive means small, poorly fitted or top-dose-only effect, or effect the other way, or a change in a side signal; inactive means no such curve, though single readings can be large or run the other way; the % refers to the polarisation
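Fluorescence polarization: 7 uM MLL-CXXC (stock) preincubated 5 min with compounds, then 50 nM fluorescein-HOX-A9 DNA (stock) added; 30 min ambient. Buffer 50 mM Tris-HCl pH 7.5, 50 mM NaCl, 1 mM DTT, 0.05% BSA.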
FLuc modulator – firefly luciferase modulation, counter-screen for miR-21 project. purified FLuc, Km substrates, luminescence inhibition. AID 588342. Potency, µM (series often up to 57.5 µM), for inactives: top-dose activity change, negative = inhibition, hits mostly inhibitors. P08659. hit rate 6.9% among 360,000;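 further: plate controls were vehicle for no effect and reference inhibitor for full effect; nearly all actives have a fitted effect of over 55% in size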
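Purified P. pyralis luciferase, 10 nM final, with Km-level 10 uM D-luciferin and 10 uM ATP in 50 mM Tris acetate pH 7.5, 10 mM Mg acetate, 0.01% Tween-20, 0.05% BSA; 6-point qHTS titration about 60 µM downward; luminescence read.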
RORgamma inh – ROR gamma (mouse) transcription inhibition | AID 2551 | hit rate 5.4% among 310,000 | Potency, µM (highest dose often 53.6 µM), without a hit: at the highest dose activity change, negative = inhibition, hits mostly inhibitors | P51450 | Drosophila S2 Gal4-RORgamma UAS-luciferase reporter, 20 h; further: on the % scale 0 is the no-effect control and ±100 the full control effect; nearly all actives have a fitted effect of over 60% in size
Target sequence (P51450 whole entry, looked up, the tested form may be a part): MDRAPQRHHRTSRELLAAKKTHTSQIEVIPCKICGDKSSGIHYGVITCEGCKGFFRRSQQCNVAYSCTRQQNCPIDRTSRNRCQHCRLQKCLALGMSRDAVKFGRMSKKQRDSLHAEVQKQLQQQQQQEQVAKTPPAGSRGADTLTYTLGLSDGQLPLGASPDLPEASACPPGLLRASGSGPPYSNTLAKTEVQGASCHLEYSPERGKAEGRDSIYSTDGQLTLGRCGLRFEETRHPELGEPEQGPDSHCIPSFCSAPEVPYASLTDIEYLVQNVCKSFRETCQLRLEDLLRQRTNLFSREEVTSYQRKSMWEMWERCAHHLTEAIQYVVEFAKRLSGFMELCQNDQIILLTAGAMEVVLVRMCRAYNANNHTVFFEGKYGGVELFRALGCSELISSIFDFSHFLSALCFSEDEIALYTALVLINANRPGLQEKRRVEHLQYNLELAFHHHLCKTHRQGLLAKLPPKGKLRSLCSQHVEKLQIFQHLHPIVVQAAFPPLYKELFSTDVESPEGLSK
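Luminescence from a UAS-regulated Photinus luciferase reporter in stably transfected Drosophila Schneider cells is measured; decreased signal marks ROR gamma inhibition. Fusion expression is induced by 700 uM copper sulfate for 20 hr.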
NPC1 promoter act – NPC1 promoter activation; Huh7 NPC1 promoter luciferase reporter, 24 h; Potency, µM (doses to about 9.22 µM), without a hit: at the highest dose activation, usual class: activators; hit rate 2.4% among 320,000;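 further: % of control where 0% means no effect; nearly all actives have a fitted effect of over 60% in size; reporter is driven by a mutant NPC1 promoter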
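Huh7 reporter cells (NPC1 promoter driving luciferase) are dosed with compound for 24 h at 37 °C, 5% CO2; luciferase detection reagent is then added and luminescence measured after 10 min at ambient temperature.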
uPA surface inh – inhibitors of cell surface uPA generation; cell surface uPA generation assay, qHTS; Potency, µM (highest dose often 38.3 µM), without a hit: top-dose activity change, negative = inhibition, hits mostly inhibitors; hit rate 0.31% among 330,000; AID 540303; active means well fitted inhibition curve with a large enough effect; inconclusive means small, poorly fitted or top-dose-only effect; inactive means no such curve, though single readings can be large or run the other way; tested in mouse RAW 264.7 cells; further: on the % scale 0 is the no-effect control and ±100 the full control effect; nearly all actives have a fitted effect of over 55% in size
MBNL1-CUG inh – MBNL1-poly(CUG) RNA binding inhibition; Q9NR56; TR-FRET MBNL1-His/biotin-(CUG)12 binding, 665/545 ratio; Potency, µM (highest dose often 57.5 µM), for the others: at the highest dose activity change, negative = inhibition, most hits filed as inhibitors; hit rate 0.036% among 280,000; active means well fitted inhibition curve with a large enough effect in the signal ratio, with a control signal flat, not every such curve was filed as active; inconclusive means small, poorly fitted or top-dose-only effect, or effect the other way, or a change in a side signal; inactive means no such curve, though single readings can be large or run the other way; the % refers to the signal ratio; further: on the % scale 0 is the no-effect control and ±100 the full control effect
Target sequence (Q9NR56 whole entry, looked up): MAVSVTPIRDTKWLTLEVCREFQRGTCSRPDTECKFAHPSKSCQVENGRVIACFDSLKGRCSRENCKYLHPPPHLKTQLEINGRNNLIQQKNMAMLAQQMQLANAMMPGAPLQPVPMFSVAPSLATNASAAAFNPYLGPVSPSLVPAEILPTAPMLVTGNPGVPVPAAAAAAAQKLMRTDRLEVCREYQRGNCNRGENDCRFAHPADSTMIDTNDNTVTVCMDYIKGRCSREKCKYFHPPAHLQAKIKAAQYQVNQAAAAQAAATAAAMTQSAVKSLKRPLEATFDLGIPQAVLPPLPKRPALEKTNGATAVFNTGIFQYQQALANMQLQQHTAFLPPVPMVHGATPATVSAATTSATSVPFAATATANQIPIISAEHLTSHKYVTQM
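Inhibition of protein-RNA binding appears as loss of TR-FRET between terbium anti-His antibody on MBNL1-His and streptavidin-XL665 on biotin-(CUG)12. Activity is normalized to buffer-only and uninhibited-complex controls.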
VP16 counter – counter-screen for ROR gamma inhibitors: Gal4-VP16 reporter; Potency, µM (series often up to 53.6 µM), without a hit: top-dose activity, negative = inhibition, actives largely listed as inhibitors; AID 2546; hit rate 3.5% among 310,000; Drosophila S2 Gal4-VP16 UAS-luciferase, luminescence, 20 h;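 further: Gal4-VP16 expression switched on by copper sulfate through the metallothionein promoter; on the % scale 0 is the no-effect control and ±100 the full control effect; nearly all actives have a fitted effect of over 50% in size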
BRCA1 expr act – increases BRCA1 expression. MCF7-BRCA1-FFLuc reporter, luminescence, 48 h; response scale: scaled: vehicle 0%, 10 µM genistein 100%. Potency, µM (doses to about 46.1 µM), for the others: top-dose activation, hits mostly activators. hit rate 1.1% among 380,000. AID 624202; further: nearly all actives have a fitted effect of over 80% in size; some results filed as inactive show a strong effect at the top dose
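MCF7 cells carrying a BRCA1-firefly luciferase reporter (2000 cells/well, phenol-red free MEM) were attached for 2 h at 37 °C, then given compounds for 48 h. Luminescence was read 15 min after luciferase reagent; activity normalized to genistein (10 microM) and DMSO.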
p53 reactivator – restores transcriptional activity of mutant p53 | H1299 p53-A138V BP100-luciferase reporter, luminescence, 24 h | Potency, µM (series often up to 92.2 µM), inactives show at the highest dose activity change, positive = activation, usual class: activators | hit rate 0.063% among 320,000 | AID 504706; further: % of control where 0% means no effect; nearly all actives have a fitted effect of over 45% in size
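p53-null H1299 cells stably carrying temperature-sensitive p53-A138V and a BP100-luciferase reporter were pinned with compounds (4-point, 1:5 series) and held 24 hrs at 37 deg C. Luminescence was read 10 min after detection reagent.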
ELG1 genotoxic – induces genotoxicity in HEK293T cells with luciferase-tagged ELG1; hit rate 1.3% among 330,000; HEK293T ELG1-luciferase reporter, luminescence, 16 h; Potency, µM (series often up to 46 µM), for the others: top-dose activity change, positive = activation, usual class: activators; further: % of control where 0% means no effect; nearly all actives have a fitted effect of over 60% in size
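Cells (2,000/well) expressing the ELG1-luciferase fusion are dosed by pin tool and kept 16 hr at 37 °C, 5% CO2. Signal comes from ONE-Glo luciferase reagent after 30 min at room temperature.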
* = called active by the depositor; ? = inconclusive; . = no result given; & = joins results of further samples; [ ] = dose if it differs, or a comment. Unless noted, the call rests on the fitted dose curve; in most records, active means well fitted curve in the direction sought with a large enough effect; inconclusive means small, poorly fitted or top-dose-only effect, or another doubt; inactive means no such curve, though single readings can be large; an effect the other way counts as inactive or inconclusive. Potency means the concentration at half of the fitted maximal effect. The list is partial. The share of hits here may be higher or lower than overall.

SMILES	Rab9 prom act	CXXC DNA block	FLuc modulator	RORgamma inh	NPC1 promoter act	uPA surface inh	MBNL1-CUG inh	VP16 counter	BRCA1 expr act	p53 reactivator	ELG1 genotoxic
Cc1ccc(S(=O)(=O)N(C)S(=O)(=O)c2ccc(C)cc2)cc1	-0.9%	.	-0.8%	.	3.4%	-20.7%	.	.	0.0%	-3.3%	-5.1%
O=C(Oc1ccc(C(=S)N2CCCCC2)cc1)c1ccccc1F	-1.2%	?	?	1.1%	1.3%	3.7%	-7.0%	-2.6%	16.1%	-4.3%	-1.8%
CC1=CC(=O)OC1Cc1ccncc1 (stereo not drawn)	16.3%	-16.8%	-11.1%	-36.8%	4.0%	-1.9%	-1.7%	0.0%	-0.6%	-18.1%	-2.0%
C[C@H](NC(=O)c1nc[nH]c1C(=O)NC1CCNCC1)C(=O)OC(C)(C)C	-0.8%	.	-0.9%	.	-1.0%	13.0%	.	.	0.0%	-2.2%	1.2%
CC(CN1CCCCC1)OC(=O)c1ccco1 (stereo not drawn)	2.9%	3.4%	1.1%	0.4%	0.1%	1.4%	0.7%	-5.2%	0.3%	-6.6%	-1.4%
O=C(c1ccccc1Cl)N1CCC(O)(c2cccnc2)CC1	-16.9%	3.1%	-0.1%	35.8%	-0.5%	-0.1%	6.1%	-15.5%	-1.6%	-2.2%	-1.8%
COc1ccc(NC(=O)Cn2c(=O)sc3ccccc32)c(OC)c1	7.4%	0.8%	-4.0%	12.8%	5.4%	4.9%	-0.1%	-5.6%	0.1%	0.8%	4.9%
CCC/C(O)=N\S(=O)(=O)c1ccc(N=NN(C)C)cc1	-2.5%	6.1%	5.4%	15.7%	-1.1%	4.1%	?	2.0%	-50.7%	18.8%	2.2%
O=C(c1ccc(Cl)c(F)c1F)N1CCOCC1	-3.4%	-3.4%	1.9%	12.4%	0.3%	.	6.0%	3.7%	3.2%	-0.6%	-0.8%
CCC(=O)N(Cc1ccco1)C1CC(=O)N(c2ccccc2)C1=O (stereo not drawn)	-5.2%	-1.3%	1.2%	-3.2%	-0.4%	4.7%	7.5%[11.5 µM]	-2.9%	-2.8%	-7.9%	0.0%
CCn1c(SCC(=O)Nc2nc(C)cs2)nnc1-c1ccoc1C	-4.4%	0.5%	2.7%	14.6%	-5.6%	0.3%	-10.6%	16.4%	0.8%	0.3%	-4.7%
CCN(CC)CCNC(=O)c1cc(-c2ccc(Br)s2)nc2ccccc12	-5.4%	-20.4%	-11.6%&-7.8%	-7.1%	?	2.2%	.	-1.3%	-60.5%	.	.
Cc1ccc(C(=O)N=c2sccn2C)o1	0.4%	1.7%	3.9%	-14.8%	-3.7%	4.1%	-3.6%	1.3%	56.4%	-6.9%	10.8%
COc1ccccc1NC(=O)c1ccc(C(=O)c2ccccc2)o1	0.1%	-7.7%	?	?	1.4%	1.1%	?	-9.8%	0.0%	-3.5%	-1.6%
CCOc1ccc(N2C(=O)Cc3ccccc3C2=O)cc1	1.6%	7.2%	-1.7%	-28.0%	1.7%	-0.3%	-9.0%	-19.1%	6.0%	0.8%	?
Cc1nc2ccc(NC(=S)NC3CCCCC3)cc2nc1C	3.55µM*	3.1%	16.9µM*	5.01µM*	?	-8.3%	?	-6.6%[10 µM]	?	15.6%	6.4%
O=C(CSc1cccc2cccnc12)Nc1ccccc1F	1.0%	-0.7%	-15.6%	?	-1.1%	3.6%	54.3%[activator]	?	-13.9%	3.4%	2.4%
O=C(NCC(=O)N1CC=C(c2ccccc2)CC1)c1ccco1	28.2%	.	-14.1%	.	16.7%	?	.	.	?	20.3%	-0.6%
CCOC(=O)N/N=C/c1c(F)c(F)c(F)c(F)c1F	-14.4%	-1.3%	3.7%	28.3%	0.5%	0.7%	.	-5.8%	-29.1%	-4.2%	-2.0%
Cc1cc(C)cc(N(CC(=O)O)S(=O)(=O)c2c(C)[nH]c(=O)[nH]c2=O)c1	-6.8%	2.1%	-4.4%	1.0%	-0.9%	3.5%	-14.1%	2.7%	6.9%	-3.0%	-0.8%
Cc1cccc(OCCCCCn2ccnc2)c1C	5.6%	-9.4%	-0.7%	?	-4.9%	-5.2%	12.6%	?	-16.3%	-10.2%	-9.9%
CCSc1ccc2nnc(-c3cccs3)n2n1	-7.2%	-2.8%	-4.3%	3.3%	-2.6%	-4.1%	20.2%	4.7%	-29.6%	-2.1%	-8.8%
CC(OC(=O)Cc1n[nH]c(=O)c2ccccc12)C(=O)Nc1ccc(F)cc1 (stereo not drawn)	-1.7%	.	0.0%	.	8.5%	2.5%	.	.	-4.6%	-0.1%	-0.1%
COCCNC(=S)NCCc1ccc(Cl)cc1Cl	-0.2%	14.5%	-10.5%	6.31µM*	-1.3%	?	-4.0%	-25.6%	-6.8%	1.7%	-5.8%

Quoted at random: three entries already listed.
SMILES	Rab9 prom act	CXXC DNA block	FLuc modulator	RORgamma inh	NPC1 promoter act	uPA surface inh	MBNL1-CUG inh	VP16 counter	BRCA1 expr act	p53 reactivator	ELG1 genotoxic
Cc1cccc(OCCCCCn2ccnc2)c1C	5.6%	-9.4%	-0.7%	?	-4.9%	-5.2%	12.6%	?	-16.3%	-10.2%	-9.9%
O=C(NCC(=O)N1CC=C(c2ccccc2)CC1)c1ccco1	28.2%	.	-14.1%	.	16.7%	?	.	.	?	20.3%	-0.6%
Cc1cc(C)cc(N(CC(=O)O)S(=O)(=O)c2c(C)[nH]c(=O)[nH]c2=O)c1	-6.8%	2.1%	-4.4%	1.0%	-0.9%	3.5%	-14.1%	2.7%	6.9%	-3.0%	-0.8%

Additional compounds follow:
SMILES	Rab9 prom act	CXXC DNA block	FLuc modulator	RORgamma inh	NPC1 promoter act	uPA surface inh	MBNL1-CUG inh	VP16 counter	BRCA1 expr act	p53 reactivator	ELG1 genotoxic
Cc1nnc(SCC(C)C)[nH]c1=O	-14.7%	2.6%	4.8%	10.6%	7.0%	0.5%	-23.0%	-1.1%	-31.6%	4.6%	4.2%
Nc1ccc(C(CC(=O)O)n2cccc2)cc1 (stereo not drawn)	-2.1%	0.7%	6.8%	-11.8%	-1.0%	-1.1%	-1.1%	6.6%	23.3%	2.5%	0.9%
COc1ccc(CNCC(O)(c2ccc(F)cc2)c2ccc(F)cc2)cc1	-4.5%	5.3%	2.4%	17.4%	-0.4%	-8.4%	-2.3%	-0.6%	-20.4%	-3.4%	-4.2%
CCOC(=O)CSc1nc2cc(OC)ccc2cc1C#N	1.26µM*	10.3%	?	?	0.794µM*	-10.5%	185.8%[activator]	-0.1%	?	?	0.82µM*
Oc1ccccc1-c1cc(-c2ccc(Cl)cc2)n[nH]1	2.51µM*	9.6%	0.953µM*	7.08µM*	?	-0.6%	2.2%	?	14.9%	2.82µM*	2.31µM*
CN(C)S(=O)(=O)c1cccc(NC(=O)COC(=O)/C=C/c2cccs2)c1	-1.8%	11.7%	?	36.8%	-4.3%	1.4%	?	4.3%	-6.8%	19.3%	4.9%
Cc1nc(C)c(C(=O)NNS(=O)(=O)c2ccc([N+](=O)[O-])cc2)s1	-3.3%	1.7%	0.6%	-33.0%	-1.1%	0.3%	?	0.7%	-7.7%	-2.6%	1.0%
CCOc1ccccc1-n1nnnc1SCC(=O)NCC1(N2CCOCC2)CCCCC1	-8.1%	.	0.0%	.	-1.0%	-28.2%	.	.	9.6%	-12.5%	-8.1%
N/C(=N\c1nc(CSc2nc3ccccc3s2)cc(=O)[nH]1)Nc1ccc(F)cc1	-2.7%	-1.3%	1.5%	0.6%	-6.5%	-18.3%	13.0%	-2.6%	-24.7%	3.1%	9.3%
Cc1ccccc1OCCN(C#N)c1nc(N(C)C)nc(N(C)C)n1	-7.0%	2.3%	-3.4%	-7.5%	-6.2%	-4.8%	-2.7%	-14.2%	-17.5%	-2.5%	-4.6%
CCn1c(C)nnc1SCC(=O)Nc1ccc2c(c1)OCCO2	22.3%	6.3%	?	-12.3%	1.4%	0.2%	5.2%	-2.3%	4.2%	6.9%	20.5%
Cc1ccc2c(c1)c1c3n2CCN(C(=O)C2CC2)C3CCC1 (stereo not drawn)	-2.3%	0.5%	?	11.1%	-0.2%	-10.6%	13.6%	23.8%	55.5%	7.5%	1.6%
Cc1[nH]ncc1-c1nc2ccccc2[nH]1	6.3%	11.0%	-17.6%	-13.1%	0.6%	-0.1%	-5.1%	-13.5%	60.5%	2.1%	-4.8%

Screens deposited in PubChem BioAssay by National Center for Advancing Translational Sciences (NCATS).
